GLS inhibitor = blocks human kidney-isoform glutaminase activity. GLS enzymatic activity, qHTS titration. Potency, µM (series often up to 45.5 µM), for the others: at the top dose activity change, negative = inhibition, actives largely listed as inhibitors. 410,000 tested, 0.21% active; also: potency is read from the fitted curve at half-maximal effect; % is scaled to controls: 0 for no effect and ±100 for the full control effect
Target sequence (O94925 whole entry, looked up, canonical isoform): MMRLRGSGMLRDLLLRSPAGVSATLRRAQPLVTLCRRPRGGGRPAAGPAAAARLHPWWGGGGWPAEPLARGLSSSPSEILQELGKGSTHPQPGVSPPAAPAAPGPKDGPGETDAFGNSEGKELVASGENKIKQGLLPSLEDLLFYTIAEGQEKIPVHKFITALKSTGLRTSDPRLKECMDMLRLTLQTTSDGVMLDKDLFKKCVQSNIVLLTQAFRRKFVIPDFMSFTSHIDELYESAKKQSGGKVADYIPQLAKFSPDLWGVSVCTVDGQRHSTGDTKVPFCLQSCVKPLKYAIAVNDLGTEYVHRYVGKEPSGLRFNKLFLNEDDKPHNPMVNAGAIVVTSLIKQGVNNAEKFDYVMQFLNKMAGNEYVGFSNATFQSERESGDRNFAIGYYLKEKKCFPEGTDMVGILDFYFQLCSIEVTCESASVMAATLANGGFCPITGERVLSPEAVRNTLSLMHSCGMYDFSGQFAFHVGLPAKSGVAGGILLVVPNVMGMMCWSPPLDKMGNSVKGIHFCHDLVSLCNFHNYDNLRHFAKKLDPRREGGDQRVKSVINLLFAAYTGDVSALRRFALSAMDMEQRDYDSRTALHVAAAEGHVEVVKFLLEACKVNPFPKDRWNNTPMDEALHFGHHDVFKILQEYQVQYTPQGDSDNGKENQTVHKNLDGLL
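Assay buffer: 45 mM KH2PO4 pH 8.2, 0.02% Tween-20. hKGA acts on L-glutamine (1 mM solution added); product glutamate is reported by an oxidase/peroxidase Amplex Red coupling, with fluorescence taken at baseline and 30 min.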
PI4K2A inh = PI4K2A (human) kinase inhibition. Q9BTU6. purified PI4K2A, ADP-Glo luminescence, 1 h; hits give low values. activity change, negative = inhibition, % at 76.9 µM. 420,000 tested, 0.13% active. AID 1346378; in the data active = activity change below about -50%; inconclusive = mostly about -30% to -49%;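 also: -100% = wells without enzyme as full effect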
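Compounds are screened against recombinant PI4K2A using PI as substrate and ATP, the latter dispensed at 300 microM. Reactions run one hour at ambient temperature before ADP-Glo detection; full inhibition defined by wells lacking enzyme.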
G9a block = blocks human histone lysine methyltransferase G9a. 350,000 tested, 8.8% active. Potency, µM (series often up to 102 µM), for the others: at the highest dose activity, negative = inhibition, most hits filed as inhibitors. AID 504332. Q96KQ7. G9a H3K9 monomethylation, AlphaScreen, 2 h; also: potency is read from the fitted curve at half-maximal effect; % is scaled to controls: 0 for no effect and ±100 for the full control effect; nearly all actives have a fitted effect of over 75% in size
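Methyltransferase reactions run at room temperature for 2 h (20 nM enzyme, 500 nM biotin-H3K9 peptide, 20 uM SAM) after a 15 min compound preincubation; product detected by AlphaScreen beads and anti-H3K9me1 antibody.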
HP1b binding inh = blocks HP1-beta chromodomain binding to methylated histone tails; AlphaScreen HP1-beta / biotin-H3K9me3 peptide binding; P83916; AID 540317; Potency, µM (top dose mostly 114 µM), for the others: at the highest dose activity change, negative = inhibition, usual class: inhibitors; 390,000 tested, 0.56% active; also: potency is read from the fitted curve at half-maximal effect; nearly all actives have a fitted effect of over 70% in size; inactives centre near 23
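AlphaScreen: HP1-beta (50 nM) preformed 30 min with biotin-H3(1-18)K9me3 peptide (50 nM) in PBS pH 7.4, 0.01% Tween-20. Compound added for 30 min at RT, then streptavidin donor/nickel chelate acceptor beads (10 ug/mL) for 30 min.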
BAZ2B block = BAZ2B (human) inhibition; Q9UIF8; AlphaScreen BAZ2B-H3K14Ac peptide displacement; Potency, µM (highest dose often 114 µM), inactives show top-dose activity change, negative = inhibition, hits mostly inhibitors; 360,000 tested, 4.4% active; AID 504333; also: potency is read from the fitted curve at half-maximal effect; % is scaled to controls: 0 for no effect and ±100 for the full control effect; nearly all actives have a fitted effect of over 60% in size
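Multi-concentration screen (max 110 uM) measuring displacement of acetylated histone H3 peptide from BAZ2B by AlphaScreen, using 50 nM protein, 50 nM peptide and 10 ug/mL streptavidin donor plus Ni-chelate acceptor beads.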
Pin1 inh = blocks the human prolyl isomerase Pin1; Pin1 FP peptide displacement, HiFluor488, 10 min; Potency, µM (titrated, usually from 115 µM), for inactives: at the highest dose activity, negative = inhibition, actives largely listed as inhibitors; 390,000 tested, 0.009% active; active = well fitted inhibition curve with a large enough effect in the polarisation, with a control signal flat, not every such curve was filed as active; inconclusive = small, poorly fitted or top-dose-only effect, or effect the other way, or a change in a side signal; inactive = no such curve, though single readings can be large or run the other way; the % refers to the polarisation; also: potency is read from the fitted curve at half-maximal effect; % is scaled to controls: 0 for no effect and ±100 for the full control effect
Target sequence (Q13526 whole entry, looked up): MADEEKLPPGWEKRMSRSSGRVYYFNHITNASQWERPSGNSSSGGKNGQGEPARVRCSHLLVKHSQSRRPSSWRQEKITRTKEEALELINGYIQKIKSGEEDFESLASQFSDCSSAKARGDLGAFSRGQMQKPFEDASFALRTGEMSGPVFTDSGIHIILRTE
ERG Ets-DNA blk = inhibitors of human ERG Ets domain-DNA interaction; Potency, µM (doses to about 76.9 µM), for the others: at the top dose FP activity, negative = inhibition, actives largely listed as inhibitors; P11308; fluorescence polarization, His-ERG Ets domain / labelled DNA; 370,000 tested, 0.028% active; AID 624246; active = well fitted inhibition curve with a large enough effect in the polarisation, with a control signal flat; inconclusive = small, poorly fitted or top-dose-only effect, or effect the other way, or a change in a side signal; inactive = no such curve, though single readings can be large or run the other way; the % refers to the polarisation;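 also: polarization taken with two DNA probes labelled with fluorescein and Texas red; potency is read from the fitted curve at half-maximal effect; % of control where 0% means no effect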
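His-tagged ERG Ets domain (1 uM in the protein solution; 300mM KCl, 50mM Tris-HCl, 1mM EDTA, 1mM DTT, pH 7.5) received compound, then a probe mix of 5 nM fluorescein-DNA and 100nM Texas-615-DNA. Fluorescence polarization was read for both dyes.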
JMJD2A Tudor = inhibitors of human JMJD2A Tudor domain; O75164; AlphaScreen JMJD2A-Tudor / H3K4me3 peptide binding; Potency, µM (titrated, usually from 114 µM), inactives show at the top dose activity change, negative = inhibition, most hits filed as inhibitors; 390,000 tested, 4.4% active; AID 504339; also: potency is read from the fitted curve at half-maximal effect; % is scaled to controls: 0 for no effect and ±100 for the full control effect; nearly all actives have a fitted effect of over 50% in size
PGK inhibitor = inhibitors of T. brucei phosphoglycerate kinase; PGK/GAPDH coupled, Kinase-Glo luminescence, 60 min; P07378; AID 602233; Potency, µM (highest dose often 57.5 µM), inactives show at the highest dose activity change, negative = inhibition, most hits filed as inhibitors; 380,000 tested, 0.043% active; also: potency is read from the fitted curve at half-maximal effect; % is scaled to controls: 0 for no effect and ±100 for the full control effect; nearly all actives have a fitted effect of over 60% in size
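Recombinant glycosomal PGK reaction used 1,3-bisphosphoglycerate generated in-well by GAPDH (100nM final) in 100mM TEA pH 7.6, 5mM MgCl2, 0.01% Tween-20. After 60 minutes at room temperature, ATP was read by Kinase-Glo Plus luminescence end-point.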
Numbers without * were called inactive; i = inactive; ? = inconclusive; nt = not tested or not shown; [ ] = another dose, or the depositor's remark. Unless noted, calls follow the shape of the dose curve; as a rule, active = well fitted curve in the direction sought with a large enough effect; inconclusive = small, poorly fitted or top-dose-only effect, or another doubt; inactive = no such curve, though single readings can be large; an effect the other way counts as inactive or inconclusive.

Compound	GLS inhibitor	PI4K2A inh	G9a block	HP1b binding inh	BAZ2B block	Pin1 inh	ERG Ets-DNA blk	JMJD2A Tudor	PGK inhibitor
Nc1cc(S(=O)(=O)c2ccc(O)c(N)c2)ccc1O	0%	0	?	11%	-23%	0%	10%	-15%	-5%
O=C(O)C1C2C=CC(C2)C1C(=O)OC1CC2CCC1C2 (centres undefined)	-1%	3	-3%	17%	-7%	2%	-10%	0%	nt
CN1C(=O)[C@H]2[C@@H](/C=C/c3ccccc3)N3C(=O)CN(Cc4ccccn4)C(=O)[C@@]3(C)[C@H]2C1=O	13%	-2	nt	52%[activator]	1%	?	6%	-24%	0%
CCn1c(SCC(=O)Nc2cc(C(C)(C)C)nn2-c2ccccc2)nnc1-c1cccs1	0%	3	9%[59 µM]	27%	-29%	1%	-5%	-13%	-4%
CC(C)(C)c1ccc(C(=O)Nc2ccc(OCc3cc(=O)n4ccsc4n3)cc2)cc1	1%	-7	-3%[59 µM]	47%[activator]	-2%	7%	2%	-14%	5%
CCOc1ncccc1C(=O)Oc1ccc2c(c1)OCO2	12%	-4	2%[12.7 µM]	50%[activator]	6%	4%	-9%	34%	8%
CC(=O)Nc1ccccc1C	7%	0	-7%[0.501 µM]	39%[activator]	0%	6%	-5%	-21%	8%
CC1CCCCN1C(=O)COC(=O)C1CCN(S(=O)(=O)c2ccc3c(c2)OCCO3)CC1 (centres undefined)	1%	-2	-9%	-3%	6%	-5%	-14%	-10%	i
O=C1OCCC1Sc1nnnn1-c1ccc(Cl)cc1 (centres undefined)	-2%	-2	1%	10%	-1%	-4%	-10%	-1%	1%
O=C(NN1C(=O)/C(=C/c2ccc(O)c(O)c2)SC1=S)c1ccccc1	3%	-3	6.3µM*	?	5.6µM*	81%[activator]	144%[activator]	13µM*	?
CCN(CC)C(=O)c1sc(NC(=O)c2ccco2)c(C#N)c1C	4%	-11	-19%[59 µM]	6%	10%	6%	nt	-20%	nt
COc1ccccc1CNC(=O)CC12CC3CC(CC(Br)(C3)C1)C2	10%	-1	1%	22%	-9%	20%	-2%	11%	-1%
Cc1ccccc1C(=O)Nc1ccc(S(=O)(=O)N2CC(C)OC(C)C2)cc1 (centres undefined)	-1%	1	20%	3%	9%	-7%	3%	-6%	-3%
Cc1ccc(S(=O)(=O)N2[C@@H](c3ccccc3)C(C(=O)O)=CC[C@H]2c2cccc(C)c2)cc1	35%[activator]	0	19%[2.33 µM]	27%	4%	2%	5%	-7%	-5%
Cc1ccc(NC(=O)CSCn2nnc3c(=O)[nH]c(Cc4ccc(F)cc4)nc32)c(C)c1	?	-2	-45%[59 µM]	51%[activator]	-5%	18%	1%	-11%	?
Cc1noc(C)c1CSc1nc2ccccc2c(=O)n1-c1ccc(F)cc1F	1%	-7	-24%[12.7 µM]	46%[activator]	-5%	5%	-2%	-13%	-4%
O=C(Nc1cccc2ncccc12)c1cc([N+](=O)[O-])ccc1Cl	0%	-13	?	39%[activator]	-12%	-7%	-1%	-13%	2%
Cc1cccc(C)c1NC(=O)Cn1c(=O)n(CCCC(=O)NCc2ccco2)c(=O)c2sccc21	2%	-3	-37%	23%	-2%	-5%	-7%	-15%	-7%
Cc1c(NC(=O)c2cccc(NC(=O)Cc3ccccc3F)c2)c(=O)n(-c2ccccc2)n1C	7%	-11	-16%[59 µM]	28%	12%	3%	-5%	-13%	6%
CC[C@]12c3[nH]c4cc(CCC(=O)N(C)C)ccc4c3CCN1C(=O)[C@@H](CC(=O)NC/C=C(\C)CCC=C(C)C)C[C@@H]2C(=O)N1CCN(C(=O)C2CC2)CC1	-5%	0	nt	24%	nt	?	-9%	-20%	i
COc1cc(/C=N/NC(=O)CN(CCc2ccccc2)S(=O)(=O)c2ccc(NC(C)=O)cc2)cc(OC)c1OC	5%	-4	-7%[59 µM]	4%	-4%	-18%	nt	-25%	4%
COc1ccc(C(=O)NC(C)c2ccncc2)cc1S(=O)(=O)N(C)Cc1ccccc1 (centres undefined)	-5%	4	11%[2.33 µM]	17%	3%	-1%	0%	-19%	-4%
O=C(c1ccc(Cl)s1)N(Cc1nnc(-c2ccccc2Cl)o1)C1CC1	3%	1	9%[12.7 µM]	36%	1%	-4%	8%	-2%	i
O=C(c1ccc(-c2ccc(Cl)cc2)o1)N1CCN(c2ccc([N+](=O)[O-])cc2Cl)CC1	12%	-10	?	?	-34%	25%	0%	-33%	-10%
N#Cc1cccc(C#N)c1Oc1ccc(S(=O)(=O)Nc2ccccc2)cc1	-11%	1	-3%[59 µM]	28%	5%	-4%	11%	-5%	i
O=[N+]([O-])c1cccnc1Oc1ccc(OCc2ccccc2)cc1	1%	1	5%	13%	-16%	-8%	1%	-25%	-1%

Entries of single compounds, looked up by structure.
COc1ccc(C(=O)NC(C)c2ccncc2)cc1S(=O)(=O)N(C)Cc1ccccc1 (centres undefined) as listed: GLS inhibitor: -5%; PI4K2A inh: 4; G9a block: 11%[2.33 µM]; HP1b binding inh: 17%; BAZ2B block: 3%; Pin1 inh: -1%; ERG Ets-DNA blk: 0%; JMJD2A Tudor: -19%; PGK inhibitor: -4%
Cc1noc(C)c1CSc1nc2ccccc2c(=O)n1-c1ccc(F)cc1F as listed: GLS inhibitor: 1%; PI4K2A inh: -7; G9a block: -24%[12.7 µM]; HP1b binding inh: 46%[activator]; BAZ2B block: -5%; Pin1 inh: 5%; ERG Ets-DNA blk: -2%; JMJD2A Tudor: -13%; PGK inhibitor: -4%

Individual results from the results shown:
ERG Ets-DNA blk with Cc1c(NC(=O)c2cccc(NC(=O)Cc3ccccc3F)c2)c(=O)n(-c2ccccc2)n1C reads -5%
G9a block with O=[N+]([O-])c1cccnc1Oc1ccc(OCc2ccccc2)cc1 reads 5%

High-throughput results: PubChem BioAssay, National Center for Advancing Translational Sciences (NCATS)
